Screening results (PubChem)
PG9 Ab binder: binds the HIV-1 gp120 antibody PG9. TR-FRET gp120-PG9 antibody binding. inhibition, % at 6.7 µM. AID 624416. 360,000 compounds, 0.43% hits; in the data active = inhibition above about 8.5%
UHRF1 MBD2 ctr: UHRF1 methyl-DNA binding inhibition; Q96T88; UHRF1 binding to methylated oligo, TR-FRET; inhibition, % at 4.4 µM; 370,000 compounds, 0.75% hits; in the data active = inhibition above about 21%;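 also: UHRF1 SRA domain binding a hemimethylated CpG hairpin DNA probe; 0% = median of test compound wells and 100% = reference inhibitor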
Tn7 DDE FP: inhibitors of Tn7 peptide binding to human fibrin DD(E); FP displacement of FITC-Tn7 peptide from fibrin DD(E); 0% = median of compound wells per plate; inhibition, % at 8.3 µM; 370,000 compounds, 0.13% hits;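 active = inhibition above the mean of compounds falling within the control limits plus 3 SD of them, cut at about 14% in these data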;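 also: 0% = plate median of compound wells and 100% = 10 µM Aha-Tn7 peptide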
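system = human fibrin DD(E) protein | quantity = DD(E) 2 µM final | medium = Tris/NaCl/CaCl2 buffer, pH 7.8 | also added = labelled Tn7 tracer, 0.1 µM | compound dosing = single point at 8.3 µM | timing = compound with protein 10 min, then 3 h after probe, room temperature | signal = FP measurement | benchmarks = Aha-Tn7 high control | repeats = one replicate per compound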
PRMT1 FP inh: inhibitors of human PRMT1; inhibition, % at 2.79 µM; recombinant PRMT1, activity-based probe fluorescence polarization; Q99873; AID 652257; 370,000 compounds, 1.3% hits;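 active = inhibition above about 21% made by adding two undisclosed values, limit read from the data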
Target sequence (Q99873 whole entry, looked up): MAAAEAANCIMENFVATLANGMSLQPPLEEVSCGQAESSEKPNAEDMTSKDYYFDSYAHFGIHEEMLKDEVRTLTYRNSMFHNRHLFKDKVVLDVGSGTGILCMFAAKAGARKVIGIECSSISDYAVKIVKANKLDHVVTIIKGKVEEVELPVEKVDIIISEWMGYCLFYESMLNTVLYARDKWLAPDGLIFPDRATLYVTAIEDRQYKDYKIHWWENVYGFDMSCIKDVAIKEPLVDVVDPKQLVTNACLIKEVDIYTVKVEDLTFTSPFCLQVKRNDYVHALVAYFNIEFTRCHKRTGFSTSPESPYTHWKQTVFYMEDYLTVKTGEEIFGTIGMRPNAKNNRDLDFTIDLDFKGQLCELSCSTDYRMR
SIAE inh: inhibitors of human sialic acid acetylesterase SIAE; SIAE FP-Rh probe binding, fluorescence polarization; AID 1053197; Q9HAT2; 370,000 compounds, 0.69% hits; inhibition, % at 9.66 µM;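 active = inhibition above a cutoff: mean of compounds within the control limits plus 3 SD of those, cut at about 17% in these data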;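 also: 0% = plate median of compound wells and 100% = probe without SIAE protein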
Target sequence (Q9HAT2 whole entry, looked up): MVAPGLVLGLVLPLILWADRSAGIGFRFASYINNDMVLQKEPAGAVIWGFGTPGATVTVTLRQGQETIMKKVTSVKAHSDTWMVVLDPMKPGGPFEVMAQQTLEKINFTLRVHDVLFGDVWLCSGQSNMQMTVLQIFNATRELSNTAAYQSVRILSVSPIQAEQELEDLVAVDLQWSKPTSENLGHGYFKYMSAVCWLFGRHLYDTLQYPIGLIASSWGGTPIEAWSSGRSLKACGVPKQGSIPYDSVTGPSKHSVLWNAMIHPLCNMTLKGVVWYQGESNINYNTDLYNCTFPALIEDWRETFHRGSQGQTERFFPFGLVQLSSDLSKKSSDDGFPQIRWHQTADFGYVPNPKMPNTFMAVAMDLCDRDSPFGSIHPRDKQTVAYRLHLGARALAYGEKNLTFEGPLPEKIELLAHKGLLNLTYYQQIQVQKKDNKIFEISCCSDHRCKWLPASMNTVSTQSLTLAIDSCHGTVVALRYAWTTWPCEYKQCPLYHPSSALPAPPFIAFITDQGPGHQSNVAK
TCR-CD3 inh: inhibitors of human TCR-CD3 interaction | TAMRA-labeled TCR probe fluorescence, biochemical | inhibition, % at 9.4 µM | 360,000 compounds, 0.37% hits; in the data active = inhibition above about 19%;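 also: recombinant mutant TCR 2C K166C tagged with TAMRA read by polarization; 0% = receptor in buffer alone and 100% = receptor with positive control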
HTRA1 inhibitor: blocks human HTRA1 serine peptidase. Q92743. recombinant HTRA1, FP-rhodamine activity-based probe, fluorescence polarization. inhibition, % at 5.96 µM. 340,000 compounds, 0.5% hits; in the data active = inhibition above about 36%;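 also: 0% = enzyme with DMSO and 100% = wells lacking enzyme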
ABHD4 inh: ABHD4 (mouse) inhibition, primary FP screen | purified mABHD4, FP-Rh probe fluorescence polarization | inhibition, % at 8.92 µM | 370,000 compounds, 0.54% hits | AID 720543;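 active = inhibition exceeding the mean over every tested compound plus 3 SD, cut at about 30% in these data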;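 also: 0% = plate median of compound wells and 100% = S159A mutant with DMSO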
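Doses – 8.92 µM, single dose · Material – wild-type mouse ABHD4 protein · Replication – single well per compound (singlicate) · Measure – percent inhibition of probe binding, normalized to plate controls · Schedule – 45 min compound pre-incubation plus 60 min probe step, 25 °C · Detection – fluorescence polarization with parallel and perpendicular emission, 525/598 nm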
TDP2 inh: blocks human TDP2 phosphodiesterase activity. recombinant TDP2, T5PNP hydrolysis, p-nitrophenol absorbance 415 nm. inhibition, % at 12.8 µM. 370,000 compounds, 0.34% hits. AID 720702;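 active = inhibition above the mean of all tested compounds plus 3 SD, set per campaign, cut at about 25% in these data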;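 also: 0% = DMSO with enzyme and 100% = buffer with substrate but no TDP2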
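Incubation: 2 h at 37 °C; Test system: recombinant human TDP2; Quantity: enzyme 120 nM; Read-out basis: percent inhibition; Medium: 50 mM Tris-HCl pH 7.5 with Mg2+, KCl, DTT, BSA; Repeats: single replicate; Compound: 12.8 µM single point, 1% DMSO; Signal: epi absorbance; Reagent: 5 mM T5PNP chromogenic substrate; Benchmarks: no-enzyme high, DMSO-plus-enzyme low.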
LEDGF integ inh: blocks HIV-1 LEDGF/p75-dependent DNA integration; TR-FRET IN-LEDGF/p75 DNA integration, Eu/Cy5; inhibition, % at 3.7 µM; 370,000 compounds, 0.64% hits; AID 743269;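 active = inhibition above the screen-wide mean plus 3 SD, cut at about 13% in these data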;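 also: signal is the Cy5 over europium emission ratio at 671 and 618 nm; 0% = plate median of compound wells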
* = called active by the depositor; . = not tested or not shown.

SMILES	PG9 Ab binder	UHRF1 MBD2 ctr	Tn7 DDE FP	PRMT1 FP inh	SIAE inh	TCR-CD3 inh	HTRA1 inhibitor	ABHD4 inh	TDP2 inh	LEDGF integ inh
C/C(Cl)=C/CSc1nn2c(=O)c3ccccc3nc2s1	1.6	3	0	3	0	3	-10	0	4	1
CCOc1ccc(N2C(=O)CC(N(Cc3ccco3)C(C)=O)C2=O)cc1 (centres undefined)	-3.0	1	7	0	2	3	13	2	8	2
Cc1ccc(C)c(N2CCN(S(=O)(=O)CC34CCC(CC3=O)C4(C)C)CC2)c1 (centres undefined)	0.7	4	-4	3	1	-8	-7	-6	-8	1
Cc1cc(=O)oc2cc(NC(=O)c3cccc(S(C)(=O)=O)c3)ccc12	1.6	-2	0	5	-18	13	0	-1	-15	2
CCOC(=O)C1CCN(C(=O)COC(=O)c2ccc(Br)o2)CC1	-0.6	-4	-2	2	-1	6	2	-3	-9	-3
O=c1cnnc(N/N=C/c2c[nH]c3ccccc23)[nH]1	-4.4	-1	-8	0	9	-2	11	0	1	-3
CC(C)CN1C(=O)c2ccc(NC(=O)C3CC3)cc2C1=O	-0.5	0	-7	-1	-7	2	7	-6	0	1
CCS(=O)(=O)Nc1ccc2c(c1)C(=O)N(C)[C@@H]1CC[C@H](CC(=O)N[C@@H]3CCN(Cc4ccccc4)C3)O[C@H]1CO2	.	5	4	1	-1	.	.	2	3	-1
CCn1cc(C(=O)NCCc2ccc(Cl)cc2)c(=O)c2ccc(C)nc21	-1.2	-1	-3	-3	-6	-5	-9	3	7	-5
CN(C)S(=O)(=O)c1ccc(NC(=O)COC(=O)c2n[nH]c3ccccc23)cc1	-1.1	0	1	-4	-23	5	-22	-23	-1	1
Cc1cccc(C)c1NC(=S)NC(=O)c1cccc(Cl)c1	1.0	1	5	-4	0	-13	.	-1	-6	-2
CC(=O)Nc1ccc(S(=O)(=O)N(Cc2ccccc2)c2ccccc2F)cc1	-0.4	-2	2	2	-3	0	-31	-8	8	-1
Cn1c(CO)cnc1SCC(=O)c1ccc(Br)cc1	-1.4	2	0	7	5	2	-3	-2	-5	-6
O=C(NCc1ccccc1)c1cccc(NC(=O)C2CCCCC2)c1	1.0	-3	15*	1	-8	5	-4	-4	1	2
O=C(Nc1ccc(Cl)c(S(=O)(=O)N2CCOCC2)c1)c1n[nH]c(=O)c2ccccc12	-0.3	1	-1	-5	2	7	6	0	6	2
Clc1ccc(N2CCOCC2)nn1	0.6	3	-2	-2	-1	-4	3	-1	8	1
Cc1ccccc1-c1nnn(CC(=O)Nc2ccc3c(c2)OCO3)n1	0.5	0	6	5	-4	0	-4	-1	0	-8
COc1cccc(CN2CCN(S(=O)(=O)c3ccc(NC(C)=O)cc3)CC2)c1OC	0.5	1	-4	3	-4	-5	-4	14	12	-4
CCOC(=O)CN1N=C(/C=C/c2ccc(C)cc2)CCC1=O	-2.4	-3	0	2	0	8	-5	-12	1	2
COc1ccccc1CCNC(=O)C(=O)NCC1OCCN1S(=O)(=O)c1ccc(Cl)cc1 (centres undefined)	0.8	-3	0	-3	12	4	-9	-4	-3	-1
COC(=O)c1ccc(C(=O)OC)c(=O)[nH]1	1.6	3	-4	0	2	-5	4	0	-3	1
CCN(CC)CCCn1c2c(c(SCC(=O)Nc3cc(C)on3)nc1=O)CCC2	-1.1	-2	5	0	5	9	1	6	5	0
COc1ccccc1CNC(=O)c1sccc1-c1ccccc1	2.2	3	-7	-2	15	0	-15	-5	5	3
Cc1cc(C)n2cc(CSc3nnc(-c4ccccc4)o3)nc2n1	2.5	1	6	0	6	4	2	0	-5	-1
Cc1nc(-c2ccc(S(=O)(=O)Oc3ccc(Cl)cc3Cl)s2)cs1	-1.3	1	0	3	-19	-4	-29	-11	5	0
The listing continues.
SMILES	PG9 Ab binder	UHRF1 MBD2 ctr	Tn7 DDE FP	PRMT1 FP inh	SIAE inh	TCR-CD3 inh	HTRA1 inhibitor	ABHD4 inh	TDP2 inh	LEDGF integ inh
O=C(COC(=O)Cc1ccc(F)cc1)NC(=O)c1ccccc1	-1.6	0	-6	-2	0	1	5	0	1	1
COc1ccc(NC(=S)N(Cc2cccc(Br)c2)CC2CCC(C(=O)O)CC2)cc1 (centres undefined)	-0.4	-2	1	-2	-2	8	4	-17	-7	-3
COCc1nnc(NS(=O)(=O)c2ccc(C)cc2)s1	-1.1	2	3	-1	2	-1	7	3	5	-2
CCOC(=O)C1=C(C)Nc2nc3ccccc3n2C1c1ccc(O)cc1 (centres undefined)	0.3	2	1	0	-1	8	-1	-4	-5	-8
Cc1ccc(C(=O)CCC(=O)Nc2ncccc2C)cc1	-1.9	0	8	0	-9	7	-22	3	-6	1
S=c1[nH]nc(-c2cccc3ccccc23)n1-c1cccnc1	0.6	0	2	3	11	-1	.	-6	-1	7
Cc1csc(C(=O)NCC(=O)NNC(=O)c2cccc(Cl)c2)c1	0.8	4	2	4	-7	-6	2	-8	-7	-4
CCn1nc(CC(C)C)cc1C(=O)N1CCCC(Nc2ccc(F)cc2)C1 (centres undefined)	1.0	0	-6	4	-2	-2	3	-3	10	0
Cc1ccc(C)c(NC2=C(Cl)C(=O)OC2OC(=O)c2ccco2)c1 (centres undefined)	0.9	1	0	-3	0	7	-7	11	3	4
O=C(Cc1cccs1)N1CCN=C1SCc1cccc(F)c1	0.2	1	-4	1	3	10	-8	2	4	0
C[C@H]1CN([C@@H](C)CO)C(=O)Cc2cc(NC(=O)Cn3cnnn3)ccc2O[C@H]1CN(C)Cc1ccncc1	-1.7	-2	0	-6	-1	7	7	2	2	3
Cc1cccc(NC(=O)c2cc(Cl)ccc2[N+](=O)[O-])c1	1.6	0	14*	1	2	3	-9	-2	-2	-1
C=CCn1c(COc2ccc(F)cc2)nnc1SCC(=O)NC1CCCC1	1.2	2	3	-1	-4	-10	1	0	1	-7
O=C(Nc1ccc2c(c1)OCO2)C1CCCN1C(=O)Nc1ccccc1F (centres undefined)	0.9	-1	6	0	-1	4	4	-2	-4	0
O=C(NCCc1ccccc1)c1cccc(NC(=O)C2CCCC2)c1	-2.2	2	-3	4	3	-9	6	-13	3	1
O=C(CCCl)Nc1ccc(S(=O)(=O)NCc2ccco2)cc1	-2.2	0	7	-5	1	2	5	9	-8	5
CCOc1ccc(S(=O)(=O)N2CCN(C(=O)C3CCC3)CC2)cc1	1.6	4	5	2	1	-2	5	5	0	6
Cc1onc(-c2ccccc2Cl)c1C(=O)NCCN1CCOCC1	-1.5	-1	1	-1	-25	4	-4	1	0	1
Cc1ccc(C(=O)CSc2nnc(-c3ccccc3)n2-c2ccccc2)o1	-3.4	-1	3	2	-6	0	-1	4	-2	-1
CC(O)CNc1nc2c(c(=O)n(C)c(=O)n2C)n1Cc1cccc(C(F)(F)F)c1 (centres undefined)	1.9	1	-3	1	7	0	5	7	-2	-1
O=C(Cc1n[nH]c(=O)c2ccccc12)NCc1ccccc1	0.1	3	5	1	-10	-4	.	-7	-1	-1
Nc1nnc(CSCc2ccc(Cl)cc2Cl)s1	-0.1	-3	11	3	3	10	0	-6	-6	-9
CCOC(=O)c1cc(C)n(Cc2cccc(OC)c2OC)c1C	-3.0	1	-2	0	1	8	-20	-6	3	2
O=C(COC(=O)Cn1cc(C(F)(F)F)ccc1=O)NCc1ccccc1	-2.2	-3	-1	1	4	-4	-3	0	-5	-5
Cc1ccc(NC(=O)CNc2ccc(N3CCOCC3)cc2)cc1S(=O)(=O)N(C)C	-0.6	0	1	-5	-1	2	6	-2	22	-1
(more compounds)
SMILES	PG9 Ab binder	UHRF1 MBD2 ctr	Tn7 DDE FP	PRMT1 FP inh	SIAE inh	TCR-CD3 inh	HTRA1 inhibitor	ABHD4 inh	TDP2 inh	LEDGF integ inh
O=C(CSc1nnc2nnc3ccccc3n12)N1CCOCC1	2.0	-2	6	4	7	-2	8	4	4	4
CC(C(=O)NC1C(=O)N2C(C(=O)O)=C(CSc3nnnn3C)CSC12)n1cc(Br)cn1 (centres undefined)	0.0	0	1	20	8	2	0	0	12	2
Cc1cc(C(=O)Oc2cccnc2)ccc1[N+](=O)[O-]	0.7	1	7	-2	0	7	-4	-4	1	2
Cc1ccccc1N(CC(=O)N1CCCC1)S(=O)(=O)c1ccc(Cl)cc1	-1.8	-1	7	0	-13	5	-2	2	-6	-1
CCCCC(CCC(=O)O)(C(=O)OCC)c1csc(N)n1 (centres undefined)	-1.2	-2	-7	0	6	1	1	-2	-7	0
OCCC1CN(Cc2c(F)cccc2Cl)CCN1C1CCCCC1 (centres undefined)	-0.2	0	2	-1	-1	6	-1	-1	-7	0
O=S1(=O)C[C@@H](O)[C@@H](Nc2ccccc2)C1	-0.9	7	-8	-6	0	0	.	6	-1	2
COc1ccc(/C=N/NC(=O)c2nnn(-c3nonc3N)c2CN(C)C2CCCCC2)cc1	-0.2	0	3	1	9	6	-2	1	2	0
Oc1cc(O)c2c(c1)O[C@H](c1ccc(O)c(O)c1)[C@H](O)C2	-0.7	-1	-6	8	9	10	4	9	2	10
Cc1ccc(S(=O)(=O)N2CCCCC2)cc1C(=O)N(CCc1ccccc1)Cc1ccccc1	1.2	0	2	-1	-5	3	-35	3	-2	0
O=C1C2C3C=CC(C3=C(c3ccccc3)c3ccccc3)C2C(=O)N1CCO (centres undefined)	-1.1	5	-2	6	-1	-2	0	-2	-13	-8
O=C(N/N=C/c1ccc([N+](=O)[O-])cc1)c1c[nH]c2ccccc12	-1.7	-4	1	-3	-8	0	-16	-6	8	4
COc1ccc([N+](=O)[O-])cc1NS(=O)(=O)c1cccc(C(=O)O)c1	-1.1	3	2	-2	6	-8	-2	3	0	-6
CC(C(=O)Nc1ccc(S(=O)(=O)Nc2ncccn2)cc1)N1C(=O)c2ccccc2S1(=O)=O (centres undefined)	-0.1	0	-1	-1	0	-3	4	-4	-3	0
CCOc1ccc(S(=O)(=O)NCCC(=O)NCc2ccc(OC)c(OC)c2)cc1	0.6	0	3	1	1	4	10	-6	-5	0
